D1 antagonist: Antagonist of Human D 1 Dopamine Receptor: qHTS. hit rate 3.2% among 360,000. HEK293 TREx D1 cells, calcium flux, dopamine EC80; stronger effect = lower value. D(1A) dopamine receptor (Homo sapiens), P21728. activity change, negative = inhibition, % at 10 µM; in the data active = activity change below about -30%; note: % is set by controls: 0 for no effect and ±100 for the full control effect
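Using tetracycline-induced force-coupled D1 Hek293 cells and a calcium dye, signals were followed for 180 s after compound, then for 180 s after EC80 dopamine, to detect inhibitors.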
D1 agonist: Allosteric Agonists of the Human D1 Dopamine Receptor: qHTS | D(1A) dopamine receptor (Homo sapiens), P21728 | hit rate 1% among 360,000 | HEK293 T-REx D1 cells, calcium flux, agonist mode | activation, % at 2 µM | AID 504660, 2011; in the data active = activation above about 30%; note: 0% is about no effect
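Agonism was scored from calcium flux recorded over 180 s (1 read/s) after pintool compound addition, following a 10-cycle baseline. Cells were inducible force-coupled HEK293 TREx D1, plated overnight at 30 C and loaded with no-wash calcium dye.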
Anesthetic bind: qHTS Assay for Identification of Novel General Anesthetics | hit rate 0.074% among 350,000 | Potency, µM (highest dose often 77.5 µM), for inactives: top-dose activity change, negative = displacement, hits mostly inhibitors | apoferritin/1-aminoanthracene competitive binding, fluorescence | AID 485281, 2010; note: potency is the fitted concentration of half-maximal effect; % is set by controls: 0 for no effect and ±100 for the full control effect; nearly all actives have a fitted effect of over 20% in size
Target sequence (P02791 2-175 limits assumed): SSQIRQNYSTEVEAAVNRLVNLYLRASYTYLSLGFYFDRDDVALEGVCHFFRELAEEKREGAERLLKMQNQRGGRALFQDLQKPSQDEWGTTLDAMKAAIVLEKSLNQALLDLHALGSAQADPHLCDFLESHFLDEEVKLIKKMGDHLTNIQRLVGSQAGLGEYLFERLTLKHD
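In PBS, apoferritin at 10 uM is loaded with 1-AMA from a 50% saturated solution. After 10 min of compound exposure at ambient temperature, reduced 535 nm fluorescence indicates probe displacement.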
RXFP1 antag: qHTS Assay for Antagonists of the Relaxin Receptor RXFP1; Relaxin receptor 1 (Homo sapiens), Q9HBX9; HEK293-RXFP1, relaxin-stimulated cAMP HTRF, 30 min; stronger effect = lower value; activity change, negative = inhibition, % at 57.5 µM; hit rate 0.59% among 350,000;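 active = activity change of -60% or lower, but not beyond a set lower limit; inconclusive = change between -60% and -40%, or beyond the set limit; inactive = change above -40%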; note: % is set by controls: 0 for no effect and ±100 for the full control effect
Target sequence (Q9HBX9 whole entry, looked up): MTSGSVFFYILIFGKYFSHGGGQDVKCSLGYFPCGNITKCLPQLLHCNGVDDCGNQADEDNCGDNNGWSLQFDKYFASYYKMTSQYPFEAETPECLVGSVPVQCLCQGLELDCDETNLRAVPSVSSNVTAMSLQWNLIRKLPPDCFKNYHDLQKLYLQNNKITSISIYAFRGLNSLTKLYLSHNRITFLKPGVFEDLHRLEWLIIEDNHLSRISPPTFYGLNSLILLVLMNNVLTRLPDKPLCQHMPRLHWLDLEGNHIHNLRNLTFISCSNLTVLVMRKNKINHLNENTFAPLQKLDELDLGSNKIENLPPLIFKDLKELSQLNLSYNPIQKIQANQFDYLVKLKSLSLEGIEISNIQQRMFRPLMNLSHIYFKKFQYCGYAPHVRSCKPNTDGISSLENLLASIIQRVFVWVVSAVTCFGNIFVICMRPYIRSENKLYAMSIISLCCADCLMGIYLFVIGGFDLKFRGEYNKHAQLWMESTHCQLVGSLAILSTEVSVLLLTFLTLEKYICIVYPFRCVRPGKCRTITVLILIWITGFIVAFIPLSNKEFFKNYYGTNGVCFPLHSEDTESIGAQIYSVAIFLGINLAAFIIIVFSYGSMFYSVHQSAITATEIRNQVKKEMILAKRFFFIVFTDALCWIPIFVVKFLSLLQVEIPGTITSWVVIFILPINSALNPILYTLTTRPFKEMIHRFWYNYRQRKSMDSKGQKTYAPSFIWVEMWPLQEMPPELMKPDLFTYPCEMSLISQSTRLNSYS
TRHR ag: qHTS for Small Molecule Agonists and Allosteric Enhancers of Human TRH Receptor: Primary Screen for Agonists; hit rate 0.18% among 360,000; AID 493084, 2011; activation, % at 2 µM; TRHR cells, calcium flux fluo-8, FDSS agonist mode; in the data active = activation above about 30%; note: 0% is about no effect
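TRHR-expressing cells loaded with fluo-8 calcium dye; 23 nL library compound pin-transferred, kinetic FDSS fluorescence (Ex 480/Em 530) recorded about 180 s for agonist-induced calcium release, before a 10 nM TRH EC20 addition for potentiator mode.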
D2 potentiator: HTS Assay for Positive Allosteric Modulators of the Human D2 Dopamine Receptor: Primary Screen for Potentiators. D(2) dopamine receptor (Homo sapiens), P14416. HEK293 T-REx D2, calcium flux, EC20 dopamine potentiation. potentiation, % at 10 µM. hit rate 0.34% among 340,000;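 active = potentiation over 3 SD above the plate norm, cut at about 30% in these data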; note: 0% is about no effect
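Tetracycline-induced HEK293 T-REx cells force-coupled to calcium signalling expressed D2; compounds were pin-added after a 10 s baseline, read kinetically 180 s, then an EC20 dopamine challenge followed with a further 180 s calcium read.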
RXFP1 ag: qHTS Assay for Agonists of the Relaxin Receptor RXFP1 | hit rate 0.3% among 370,000 | HEK293T-RXFP1 cAMP TR-FRET, 30 min; response scale: percent of porcine relaxin response, buffer zero | Potency, µM (titrated, usually from 57.5 µM), without a hit: top-dose activation, most hits filed as activators | AID 2676, 2010; note: potency is the fitted concentration of half-maximal effect; % is set by controls: 0 for no effect and ±100 for the full control effect; nearly all actives have a fitted effect of over 60% in size; many of its hits are not listed in these tables
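cAMP rise read by TR-FRET after 30 min, 37C compound exposure (up to 58 uM) in RXFP1-transfected HEK293 cells with Ro 20174 present. EC50 from Hill-equation fits, with 29 nM porcine relaxin as 100% and buffer as basal.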
D1 PAM: Potentiators of Human D1 Dopamine Receptor: qHTS; AID 504651, 2011; hit rate 0.036% among 360,000; potentiation, % at 10 µM; HEK293 TREx D1 cells, calcium flux, dopamine EC20 potentiation; in the data active = potentiation above about 30%; note: 0% is about no effect
TRHR PAM: qHTS for Small Molecule Agonists and Allosteric Enhancers of Human TRH Receptor: Primary Screen for Enhancers; Thyrotropin-releasing hormone receptor (Homo sapiens), P34981; TRHR cells, fluo-8 calcium fluorescence, EC20 TRH enhancement; enhancement, % at 2 µM; hit rate 0.66% among 360,000; AID 493056, 2011; in the data active = enhancement above about 30%; note: 0% is about no effect
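TRHR-expressing cells loaded with fluo-8 calcium dye were read kinetically (ex 480/em 530) during compound addition, then stimulated with an EC20 of TRH (10 nM final). Enhancement of the Gq-mediated intracellular calcium response was scored.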
* = called active by the depositor; u = inconclusive; x = not tested or not shown; & = joins results of further samples; [ ] = remark or other dose. Unless noted, calls come from the whole dose curve; as a rule, active = well fitted curve in the direction sought with a large enough effect; inconclusive = small, poorly fitted or top-dose-only effect, or another doubt; inactive = no such curve, though single readings can be large; an effect the other way counts as inactive or inconclusive. These rows are one share of the data. The share of hits here may be higher or lower than overall.

Below each SMILES – D1 antagonist | D1 agonist | Anesthetic bind | RXFP1 antag | TRHR ag | D2 potentiator | RXFP1 ag | D1 PAM | TRHR PAM
O=C(CC12CC3CC(CC(C3)C1)C2)NC(=S)NCc1ccccc1
 : 0 | 0 | -7% | -18 | 0.6 | -1 | -0.1% | 4 | -1
Cc1ccccc1NC(=O)COC(=O)c1c(-c2ccccc2)noc1C
 : 2 | 3 | x | 6 | -0.3 | -6 | 0.3% | -4 | -8
FC(F)(F)c1ccc(Cl)c(-n2c(-c3cc(C4CC4)[nH]n3)n[nH]c2=S)c1
 : -3 | 0 | 4% | -17 | 0.1 | 13 | 0.1% | -1 | 8
Cc1nnc(-c2cccc(Br)c2)c2cn(-c3ccc(Br)cc3)nc12
 : -6 | 5 | -24% | -12 | -0.3 | 4 | 2.8% | 3 | 5
c1ccc(-n2nnnc2-c2cnc(-c3cccnc3)nc2-c2cccs2)cc1
 : 5 | 3 | -5% | 1 | -0.7 | -4 | -0.2% | -5 | 9
COc1ccc(-c2csc3ncnc(N4CCN(c5ccccc5Cl)CC4)c23)cc1
 : 4 | 3 | -6% | -31 | 0.6 | 7 | 0.4% | -4 | -5
CC1CCCCC1NC(=O)CN1CCC(O)(c2ccc3c(c2)OCO3)CC1 (configuration not stated)
 : 4 | 0 | -11% | -17 | 0.0 | 4 | -0.8% | 1 | -1
COCCNC(=O)CSCc1cc(C)cc(C)c1
 : 7 | 1 | -5% | -12 | 0.0 | -8 | 3.5% | -6 | -3
CC1=C(C(=O)Nc2ccccc2)C2(CCCCC2)C(C#N)=C(SCC(N)=O)N1
 : 6 | 2 | -3% | -13 | 0.0 | 1 | -0.8% | 5 | -9
O=C(/C=C/c1cccc([N+](=O)[O-])c1)NCCc1ccc(F)cc1
 : -16 | 2 | -5% | 1 | -1.2 | -9 | 5.7% | -1 | -4
C=CCOC(=O)C1CC=CCC1C(=O)Oc1ccc(F)cc1F (configuration not stated)
 : -3 | 0 | u | -1 | -1.2 | 1 | 0.5% | 1 | -1
CCCCCNS(=O)(=O)c1ccc(N2CCCCS2(=O)=O)cc1
 : -7 | 16 | -9% | -2 | 0.0 | 0 | -0.5% | 0 | -3
Cc1nn(-c2ccccc2)c2c1C(c1ccc(Br)s1)C(C#N)=C(N)O2 (configuration not stated)
 : 5 | 0 | -19% | -15 | 1.1 | 2 | 1.8% | 2 | -3
O=C(Cn1ccc(NC(=O)OCc2ccccc2)nc1=O)NCCCn1ccnc1
 : x | 1 | x | x | 0.3 | 12 | -1.2% | 0 | 9
O=C1N/C(=C/c2cccn2-c2ccccc2)C(=O)N1Cc1ccccc1F
 : -2 | 1 | -4% | -9 | 1.2 | -3 | 1.8% | -9 | -1
Cn1c(=O)c2c(SCC(=O)N3CCc4ccccc43)nc(-c3ccccc3Cl)nc2n(C)c1=O
 : 5 | 1 | 43%[activator] | -5 | 0.6 | 11 | -2.4% | -1 | 2
CN1C(=S)SC2CS(=O)(=O)CC21 (configuration not stated)
 : 2 | 2 | 6% | -3 | 0.9 | -3 | -2.2% | -6 | -1
Cc1ccc(C(=O)N2CCN(c3ccccc3)CC2)cc1NC(=O)c1nsc2ccccc12
 : 0 | 3 | -4% | -26 | -0.2 | 11 | 15% | 3 | -5
C/C(=C\c1ccco1)C1C(C#N)=C(N)Oc2n[nH]c(-c3ccc(C)cc3)c21 (configuration not stated)
 : -13 | 1 | u | 17 | 0.0 | -1 | -2.3% | 2 | 5
O=c1[nH]c2sc3c(c2c(=O)n1Cc1ccccc1)CCC3
 : 1 | 2 | -14% | -5 | -0.3 | 7 | -1.5% | -7 | -4
COc1ccc(/C=N/OCc2nc3c4c(ncn3n2)Oc2ccc3ccccc3c2C4c2ccccc2)cc1 (configuration not stated)
 : 2 | 5 | -5% | 7 | 0.3 | 4 | 1.8% | -3 | 3
Clc1nssc1=Nc1nncs1
 : x | -2 | x | x | -0.3 | 12 | -0.4% | 2 | 8
COC(=O)C(Cc1ccccc1)NC(=O)c1cc(=O)[nH]c2ccccc12 (configuration not stated)
 : 7 | 4 | -8% | 4 | 0.3 | x | 0.3% | 1 | -2
Cc1cc2c(cc1C)C(c1cc(Br)ccc1F)CC(=O)N2 (configuration not stated)
 : 12 | 7 | 3% | -15 | -0.2 | 0 | 2.5% | 8 | 0
CCNC(=O)Nn1c(-c2ccccc2)nc2ccccc2c1=O
 : 8 | 0 | -14% | -1 | -0.7 | -1 | -1.0% | 0 | -6
COc1ccc(C(C)=O)cc1COC(=O)c1cnc(C)cn1
 : -8 | 3 | -7% | -2 | 0.2 | -3 | u | -6 | 3
CNc1oc(/C=C/c2ccccc2)nc1C#N
 : -4 | 2 | 360%[activator] | -11 | -0.6 | 2 | 10% | -8 | -5
O=C(COc1ccccc1)NC(=S)Nc1ccc2c(c1)Cc1ccccc1-2
 : -10 | 5 | -5% | -11 | -0.5 | -1 | 6.7% | -5 | 3
Cc1ccccc1C(=O)NNC(=O)Cc1ccccc1
 : 20 | -2 | -10% | 13 | 0.0 | -5 | 0.2% | -5 | -3
CC(C)c1ccc(NC(=O)CCc2ccccc2)cc1
 : -2 | 19 | u | -20 | -0.5 | x | 1.4% | -3 | 2
CCOc1ccc(N(C(=O)CNC(=O)c2ccco2)C(C(=O)NC2CCCC2)c2cccnc2)cc1 (configuration not stated)
 : 0 | 5 | 0% | -28 | 1.1 | 2 | 1.2% | x | 1
CCN1c2ccccc2-c2nc3ccccc3n2C1c1ccncc1 (configuration not stated)
 : 7 | 1 | -10% | 8 | -2.0 | -12 | -0.1% | -3 | -8
CC(C)(C)OC(=O)N1CC=C2C(C#N)=C(N)C(C#N)(C#N)[C@H](c3cccnc3)[C@H]2C1
 : 14 | -1 | 24% | 0 | 1.8 | -2 | 1.3% | -3 | 0
CCn1cc(C(=O)N2CCN(c3ccc(C(C)=O)cc3)CC2)c2cc(OC)c(OC)cc2c1=O
 : -16&-29 | 2&3 | -14%&3% | -3 | -0.1&-0.6 | -6&19 | -0.5%&-1.2% | -3&2 | 3&3
O=Cc1cc2cc3c(cc2nc1Cl)OCCO3
 : 5 | 0 | -4% | 5 | 0.2 | -13 | 16% | 1 | -6
Cn1c(CSCc2ccc(F)cc2)nnc1SCC(=O)N1CCN(c2ccccc2)CC1
 : -20 | 9 | -19% | -16 | -0.1 | -1 | 0.0% | -6 | 18
Cc1nc2cc(NS(=O)(=O)c3cccc4cccnc34)ccc2s1
 : 9 | 17 | u | 5 | 0.8 | 4 | 0.8% | -6 | 10
O=C(Nc1cccc2c1N(C(=O)c1ccco1)CCC2)c1ccco1
 : 35 | 3 | 3% | -3 | 1.6 | -7 | -2.9% | 0 | 5
Cc1cc(-c2nnc(SCC(=O)Nc3ccccc3C(F)(F)F)n2N)n[nH]1
 : -7 | 1 | -12% | 16 | 0.0 | x | 2.0% | -2 | -6
O=c1oc(-c2cccs2)nc2ccccc12
 : -5 | 0 | -1% | -6 | 0.0 | -1 | 1.4% | 1 | 2

In a second layout: results already given
O=C(Nc1cccc2c1N(C(=O)c1ccco1)CCC2)c1ccco1
- D1 antagonist: 35
- D1 agonist: 3
- Anesthetic bind: 3%
- RXFP1 antag: -3
- TRHR ag: 1.6
- D2 potentiator: -7
- RXFP1 ag: -2.9%
- D1 PAM: 0
- TRHR PAM: 5
Cc1cc(-c2nnc(SCC(=O)Nc3ccccc3C(F)(F)F)n2N)n[nH]1
- D1 antagonist: -7
- D1 agonist: 1
- Anesthetic bind: -12%
- RXFP1 antag: 16
- TRHR ag: 0.0
- D2 potentiator: x
- RXFP1 ag: 2.0%
- D1 PAM: -2
- TRHR PAM: -6

(continued)
Below each SMILES – D1 antagonist | D1 agonist | Anesthetic bind | RXFP1 antag | TRHR ag | D2 potentiator | RXFP1 ag | D1 PAM | TRHR PAM
Cc1ccc(CNC(=O)c2nc(SCc3cccc(C)c3)ncc2Cl)cc1
 : -23 | 18 | -11% | x | 6.8 | 1 | 19% | 3 | -6
O=C(CCCN1C(=O)c2cccnc2Oc2ccc(Cl)cc21)N1CCCCC1
 : 2 | 8 | -1% | -24 | -0.1 | -1 | 0.0% | 0 | 26
Cn1c(CNS(=O)(=O)c2ccc(Br)cc2)n[nH]c1=S
 : 2 | 2 | -11% | -12 | 1.1 | -4 | -5.9% | -11 | 2
CN1C(=O)[C@H](Cc2ccc([N+](=O)[O-])cc2)NC1=S
 : 10 | 3 | 8% | -6 | 0.1 | 18 | 1.4% | 1 | 16
COc1ccc(N=Cc2c(C)[nH][nH]c2=O)cc1
 : 1 | 1 | -15% | 10 | -0.7 | 1 | -1.8% | 2 | 8
Cc1c(NC(=O)CSc2nnc(C(C)Oc3ccc(Cl)cc3)n2-c2ccccc2)c(=O)n(-c2ccccc2)n1C (configuration not stated)
 : 2 | 8 | u | 6 | -0.1 | -12 | 3.0% | 1 | -8
CCn1c(P(C)(=O)O)nc2cc(NC(=O)c3ccccc3Cl)ccc21
 : -5 | -2 | -3% | 2 | 0.3 | 2 | 0.2% | -1 | 1
COc1cccc(OC)c1OC(=O)/C=C/c1ccc(C)o1
 : 3 | 0 | 2% | -8 | -0.1 | 6 | -0.1% | -2 | -5
COc1cccc(OCC(=O)Nc2ccncc2)c1
 : -10 | 6 | -5% | 8 | 0.0 | 6 | 1.1% | -7 | -7
O=C1CC(c2ccccc2Br)c2cc3c(cc2N1)CCC3 (configuration not stated)
 : 3 | 2 | -8% | x | -0.2 | 5 | 1.2% | -2 | 7
O=C(NN1C(=O)/C(=C/c2cccc(O)c2)SC1=S)c1ccccc1O
 : -12 | 1 | u | 21 | 0.4 | -4 | -1.1% | -3 | 19
CCOCCCNC(=O)c1ccc2c(c1)ncn2-c1ccc(CC)cc1
 : -26 | -1 | -6% | -4 | -0.9 | -3 | 8.2% | 5 | 4
COc1ccc2sc(N(CCCN(C)C)C(=O)c3ccc(S(=O)(=O)N(C)Cc4ccccc4)cc3)nc2c1
 : 0 | 3 | x | -31 | 0.6 | -10 | -0.3% | -1 | 0
CCC1(CC)NC(=O)N(Cc2nc3ccccc3s2)C1=O
 : 14 | 2 | -17% | -3 | 0.1 | 10 | 0.6% | -8 | -1
